# High-throughput results: PubChem, several laboratories
# Scp-1 inhibitor: inhibitors of human Scp-1 phosphatase; inhibition, % at 20 µM; 340,000 tested, 0.88% active; Q9GZU7; Recombinant Scp1, phosphopeptide, malachite green phosphate absorbance;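 active = inhibition above about 50% at 20 µM, limit read from the data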;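 note: plate controls were DMSO wells with enzyme for no effect and wells lacking enzyme for full effect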
# Target sequence (Q9GZU7 76-261 limits assumed): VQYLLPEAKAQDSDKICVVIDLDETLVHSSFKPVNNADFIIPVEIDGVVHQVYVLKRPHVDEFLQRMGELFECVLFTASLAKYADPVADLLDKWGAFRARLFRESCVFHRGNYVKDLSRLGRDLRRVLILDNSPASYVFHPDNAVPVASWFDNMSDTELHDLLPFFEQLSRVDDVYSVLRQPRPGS
#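 Test system: SCP-1 catalytic domain; Buffer or medium: Acidic Tris acetate buffer with magnesium and detergent; Also added: Phosphorylated 17-residue peptide substrate; Compound: single 20 µM dose, 1% DMSO; Schedule: enzyme reaction 45 min at room temperature, colour 5 min, stabilisation 30 min; Signal: Phosphate-binding colour reagent, absorbance read at 630 nm.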
# SUMO1 PPI mod: alters human SUMO1 binding to SIM partners; inhibition, % at 20 µM; AID 602429; SUMO1 binding to a labelled peptide, TR-FRET, 1 h; P63165; 360,000 tested, 0.33% active; in the data active = inhibition above about 37%
# Target sequence (P63165 whole entry, looked up): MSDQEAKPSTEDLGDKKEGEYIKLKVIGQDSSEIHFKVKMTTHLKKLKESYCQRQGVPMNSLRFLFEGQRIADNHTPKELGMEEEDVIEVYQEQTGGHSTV
# TbMetRS inhib: blocks T. brucei methionyl-tRNA synthetase activity; purified T. brucei MetRS, ATP depletion, Kinase-Glo luminescence; inhibition, % at 11.9 µM; 360,000 tested, 0.4% active; AID 624268;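 active = inhibition above a per-plate cutoff of the control wells' mean inhibition plus 3 SD, cut at about 5.5% in these data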;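 note: 0% = DMSO wells median and 100% = median of wells with control inhibitor compound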
#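 Dosing: 11.9 µM compound single dose, 0.9% DMSO; Assay system: purified T. brucei MetRS enzyme; Measured by: Kinase-Glo luciferase luminescence reporting remaining unconsumed ATP; Schedule: 15 min plus 2 h at 25 °C.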
# NadD block: blocks S. aureus nicotinate mononucleotide adenylyltransferase; 360,000 tested, 0.78% active; purified NadD enzyme, colorimetric absorbance read-out; inhibition, % at 20 µM; AID 602399; in the data active = inhibition above about 26%; note: some compounds past the cut are filed as inactive
# LMPTP block: blocks human LMPTP phosphatase. 360,000 tested, 0.22% active. recombinant LMPTP-A, OMFP fluorogenic substrate, fluorescence intensity. inhibition, % at 20 µM;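 active = compounds that cut the enzyme signal by at least half of the control window in the single-dose screen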;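 note: plate controls were DMSO wells with enzyme plus substrate for no effect and substrate without enzyme for full effect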
# Target sequence (P24666 whole entry, looked up): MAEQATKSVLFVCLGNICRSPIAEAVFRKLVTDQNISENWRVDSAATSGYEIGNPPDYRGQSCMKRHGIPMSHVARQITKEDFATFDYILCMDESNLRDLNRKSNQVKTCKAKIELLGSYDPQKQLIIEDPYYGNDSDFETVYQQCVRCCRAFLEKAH
#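 material = LMPTP-A | quantity = 0.625 nM enzyme | reagent = OMFP substrate, 400 µM final | buffer or medium = Bis-Tris pH 6.0, DTT, detergent | detection = endpoint fluorescence intensity from OMFP dephosphorylation | dosing = single 20 µM dose | read-out basis = % inhibition relative to no-enzyme and uninhibited control wells | control set = no-enzyme and uninhibited controls | timing = 50 min at room temperature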
# Neddylation inh: blocks human cullin neddylation; P61081+Q13564; TR-FRET cullin neddylation, biochemical; calls only at 25 µM; 360,000 tested, 0.58% active; AID 651699; in the data active = inhibition above about 36%
# SKN-1 block: blocks SKN-1 activity in C. elegans. AID 624304. C. elegans VP596 Pgst-4::GFP/RFP ratio, acrylamide-induced, 24 h. 360,000 tested, 0.49% active. inhibition, % at 21.8 µM;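 active = interference check ratio from 0.5 to 1.5 plus GFP to RFP signal ratio inhibition reaching or exceeding a fixed threshold, cut at about 30% in these data, passing the limit was not always enough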; note: some compounds called inactive have numbers as strong as hits
# DNMT1 block: blocks human DNA methyltransferase DNMT1; P26358; DNMT1 molecular beacon, Hinp1I cleavage, fluorescence; inhibition (reported as % activation of signal), % at 10 µM; 360,000 tested, 0.83% active; AID 588458; in the data active = inhibition above about 50%
# CendR NRP1 mod: NRP-1/CendR interaction modulation; 360,000 tested, 0.85% active; inhibition, % at 25 µM; FAM-RPARPAR peptide binding to NRP-1, fluorescence polarization; O14786;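 active = inhibition or corrected inhibition above about 18%, plus a signal ratio from 0.5 to 1.5, limit read from the data, passing the limit was not always enough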; note: strong numbers were not always called active
# STEP inh: inhibitors of human striatal-enriched phosphatase STEP. P54829. recombinant STEP, OMFP fluorogenic substrate, fluorescence. inhibition, % at 20 µM. 360,000 tested, 0.25% active;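 active = inhibition at 20 µM, scaled per plate between control wells, above about 37%, limit read from the data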;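 note: 0% = DMSO with enzyme and substrate and 100% = substrate only without enzyme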
# Target sequence (P54829 whole entry, looked up): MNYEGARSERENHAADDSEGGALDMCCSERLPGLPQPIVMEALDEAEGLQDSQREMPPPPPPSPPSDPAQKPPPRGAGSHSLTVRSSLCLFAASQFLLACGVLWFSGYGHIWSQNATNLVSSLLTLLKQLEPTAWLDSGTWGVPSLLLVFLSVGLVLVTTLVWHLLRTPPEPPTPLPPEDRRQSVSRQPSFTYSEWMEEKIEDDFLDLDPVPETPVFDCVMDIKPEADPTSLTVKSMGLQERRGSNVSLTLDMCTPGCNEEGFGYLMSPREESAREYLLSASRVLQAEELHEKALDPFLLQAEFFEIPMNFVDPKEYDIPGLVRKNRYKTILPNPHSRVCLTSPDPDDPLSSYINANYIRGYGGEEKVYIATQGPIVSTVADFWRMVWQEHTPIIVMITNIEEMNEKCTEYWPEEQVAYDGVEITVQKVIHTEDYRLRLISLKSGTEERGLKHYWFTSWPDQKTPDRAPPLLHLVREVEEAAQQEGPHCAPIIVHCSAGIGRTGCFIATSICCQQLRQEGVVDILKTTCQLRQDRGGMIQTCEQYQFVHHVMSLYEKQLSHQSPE
#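 Also added – OMFP at 25 µM · Test system – STEP tyrosine phosphatase · Technique – FITC-channel fluorescence of OMFP product · Schedule – 20 min at room temperature, dark · Evaluation – control-normalized % inhibition with plate pattern correction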
# Active calls of the source: *; i = inactive; x = not tested or not shown; + = active, no number.
SMILES,Scp-1 inhibitor,SUMO1 PPI mod,TbMetRS inhib,NadD block,LMPTP block,Neddylation inh,SKN-1 block,DNMT1 block,CendR NRP1 mod,STEP inh
O=C(c1cccs1)n1nc(-c2cccnc2)nc1NCc1ccco1,-9,4,-0.8,-1,0.7,i,-17,1,-7,3
CC1(C)Oc2ccc(C(=O)N3CCc4ccccc43)cc2N(CC(=O)N2CCCC2)C1=O,3,9,-1.0,8,1.1,i,8,7,-10,-1
CCN(CC)S(=O)(=O)c1cccc(-c2nnc(SC(C)C#N)n2Cc2ccccc2)c1 (stereo not drawn),-6,2,-0.7,9,-0.4,i,23,1,9,-1
Cc1nc2ccc(NC3=NCCCCC3)cc2s1,3,-2,-0.3,17,-1.8,i,14,-1,0,-3
Cc1noc2ncnc(N3CCCCC3)c12,1,0,-1.0,1,-0.1,i,-8,-1,8,-2
O=C(CCn1c(=O)oc2ccccc21)Nc1ccc2c(c1)OCCO2,-14,5,21*,-1,-0.3,i,-3,6,3,2
Cc1c(NC(=S)NC(NC(=O)CC(C)C)C(Cl)(Cl)Cl)c(=O)n(-c2ccccc2)n1C (stereo not drawn),-5,0,0.3,0,-0.3,i,-11,-1,8,4
Cc1ccc(C2C(=O)N(C3CCC(C)CC3)CC(=O)N2C2CC2)cc1 (stereo not drawn),-1,2,-0.9,3,-0.6,i,3,4,18,-2
O=C(CSc1nnnn1-c1ccc2c(c1)OCCO2)N1CCN(C(=O)c2ccco2)CC1,-6,-1,-0.1,4,-0.2,i,-7,-5,4,3
CN(CC(=O)O)S(=O)(=O)c1ccc(F)cc1,-3,5,0.2,1,-1.4,i,1,1,-2,-1
C[C@@H]1CN([C@H](C)CO)C(=O)CCCn2cc(nn2)CO[C@H]1CN(C)S(=O)(=O)c1ccc2ccccc2c1,x,6,-0.1,7,-0.7,i,-7,2,-11,-1
Cc1ccc(N(Cc2cc3ccccc3[nH]c2=O)S(C)(=O)=O)cc1,-5,3,0.2,4,0.1,i,1,0,14,1
O=C(/C=C/c1ccc([N+](=O)[O-])cc1)NCCc1ccccc1,-5,-13,-0.1,-2,-0.6,i,0,7,5,-2
Cn1c2[n+](c3ccc(Cl)cc3c1=O)Cc1ccccc1-2,-7,-6,-0.9,-3,-1.4,i,3,34,-1,2
CC(C)CN(C(=O)CN1CCN(c2cccc(Cl)c2)CC1)c1c(N)n(CC(C)C)c(=O)[nH]c1=O,1,5,-1.2,0,1.8,i,-4,0,-2,3

# Shown with bars between the fields: part of the list above.
smiles | Scp-1 inhibitor | SUMO1 PPI mod | TbMetRS inhib | NadD block | LMPTP block | Neddylation inh | SKN-1 block | DNMT1 block | CendR NRP1 mod | STEP inh
CCN(CC)S(=O)(=O)c1cccc(-c2nnc(SC(C)C#N)n2Cc2ccccc2)c1 (stereo not drawn) | -6 | 2 | -0.7 | 9 | -0.4 | i | 23 | 1 | 9 | -1
Cn1c2[n+](c3ccc(Cl)cc3c1=O)Cc1ccccc1-2 | -7 | -6 | -0.9 | -3 | -1.4 | i | 3 | 34 | -1 | 2

# Looked up by compound from the list above:
SMILES,Scp-1 inhibitor,SUMO1 PPI mod,TbMetRS inhib,NadD block,LMPTP block,Neddylation inh,SKN-1 block,DNMT1 block,CendR NRP1 mod,STEP inh
CN(CC(=O)O)S(=O)(=O)c1ccc(F)cc1,-3,5,0.2,1,-1.4,i,1,1,-2,-1
CC1(C)Oc2ccc(C(=O)N3CCc4ccccc43)cc2N(CC(=O)N2CCCC2)C1=O,3,9,-1.0,8,1.1,i,8,7,-10,-1
O=C(CSc1nnnn1-c1ccc2c(c1)OCCO2)N1CCN(C(=O)c2ccco2)CC1,-6,-1,-0.1,4,-0.2,i,-7,-5,4,3
Cc1ccc(N(Cc2cc3ccccc3[nH]c2=O)S(C)(=O)=O)cc1,-5,3,0.2,4,0.1,i,1,0,14,1

# Additional records:
SMILES,Scp-1 inhibitor,SUMO1 PPI mod,TbMetRS inhib,NadD block,LMPTP block,Neddylation inh,SKN-1 block,DNMT1 block,CendR NRP1 mod,STEP inh
COC(=O)C1CCN(C(=O)COC(=O)CC(NC(C)=O)c2ccccc2)CC1 (stereo not drawn),0,7,-1.1,-2,-0.4,i,-8,3,2,-3
Cc1ccc(S(=O)(=O)c2nnn3c2nc(N2CCOCC2)c2ccccc23)cc1C,1,-40,-0.7,0,1.5,i,8,-2,4,2
CCOC(=O)C1CCN(S(=O)(=O)c2ccc(Cl)cc2)CC1,-3,3,-1.3,-6,1.1,i,0,0,8,-2
COc1ccc(C(=O)NNC(=O)c2ccc(F)c(S(=O)(=O)N3CCOCC3)c2)cc1,-3,-3,-0.4,1,-1.2,i,12,3,5,-3
O=C(COc1ccccc1)Nc1nnc(-c2ccccc2)o1,-2,1,-0.2,4,-0.5,i,0,1,-8,0
O=C1/C(=C\c2cccnc2)Sc2ccccc21,-1,-6,1.2,4,0.9,i,10,0,2,0
CC(C)c1ccc(NC(=O)CCNS(=O)(=O)c2cccc3nonc23)cc1,-10,-25,1.6,-5,-1.2,i,3,-6,3,-2
Cc1ccc(OCC(=O)NC(=S)Nc2ccc(Br)cn2)cc1,-11,4,-0.9,2,-1.8,i,8,8,-6,-2
Cc1cc(Cl)c2oc(C(=O)N(C)C(C)c3ccccn3)c(C)c2c1 (stereo not drawn),-7,0,0.4,0,1.8,i,-10,0,9,1
COc1ccc(C(C)NC(=O)Cc2ccc(Br)cc2)cc1 (stereo not drawn),-7,4,0.3,3,-0.5,i,-6,-1,5,-2
CC(=O)Nc1ccc(NC(=S)Nc2ccccc2)cc1,-4,9,-0.5,1,-3.0,i,13,-1,15,-6
Cc1nnc(SCC(=O)NCc2ccc3c(c2)OCO3)s1,-3,1,-0.7,2,-0.9,i,15,1,1,3
Cn1c2ccccc2c2nnc(SCC(=O)Nc3ccccc3F)nc21,-1,-11,-0.1,2,0.1,i,16,-1,12,1
COc1cc(/C=C2/C(=O)N(C)C(=S)N2C)ccc1OCc1cccc(F)c1,0,0,-0.6,-6,2.7,i,-1,0,-19,2
Cc1c(Cc2ccccc2)c(=O)oc2c(C)c(OCc3nn[nH]n3)ccc12,-5,16,0.1,8,-0.6,+,8,8,-32,4
Cc1cccc(C(=O)Nc2ccc(NC(=O)CN3CCOCC3)cc2)c1,-6,4,0.2,0,0.4,i,4,0,4,0
CC(CN(C)Cc1ccccc1)OC(=O)C1COc2ccccc2O1 (stereo not drawn),-4,7,0.3,-1,-1.7,i,3,1,-4,1
O=C(CSc1n[nH]c(-c2ccccc2Br)n1)NC(=O)NCc1ccco1,3,12,-0.1,-6,-0.6,i,-11,3,-7,-3
CC(Nc1nc(-c2ccc(F)cc2)cs1)c1nc2cc(C(F)(F)F)ccc2n1CCCO (stereo not drawn),0,9,-0.2,3,2.7,i,12,-10,4,15
CC(C)[C@H](N)C(=O)N1CCC(C(=O)N[C@@H](Cc2ccccc2)C(=O)NCc2ccc(F)cc2)CC1,-7,1,-0.4,-6,-1.1,i,6,2,14,-2
CCCCOc1ccc(C2C(=O)N(C3CCCCC3)CC(=O)N2CC2CCCO2)cc1 (stereo not drawn),-3,-1,1.1,-2,-0.5,i,11,-1,1,0
CS(=O)(=O)c1ccccc1-c1nnc(NC(=O)c2ccc3ncsc3c2)o1,-11,6,0.1,8,-1.2,i,19,2,-8,-1
COc1cc(C(=O)Nc2cnc(NC(=O)C(C)C)cc2C)cc(OC)c1OC,-6,2,-0.1,-4,-1.3,i,11,5,16,-5
COc1ccc(CCC(=O)Nc2nc3ccccc3[nH]2)cc1,-10,-2,0.7,-1,-0.2,i,-8,4,8,-5
O=S(=O)(Nc1nnc(-c2ccccc2)s1)c1ccc(Cl)cc1,-10,8,-1.3,-2,3.2,i,10,-2,-16,3
CSc1nc(-c2ccccc2)nn1C(=O)c1ccc(C)cc1,-5,1,0.2,-8,0.5,i,19,5,1,5
CCOC(=O)CCC(=O)NCc1ccc2[nH]c(C)cc2c1,-1,-42,-1.4,2,2.6,i,22,-4,-9,3
O=C1C2CCCN2C(c2cccs2)N1c1ccc(F)cc1 (stereo not drawn),-13,-4,-0.5,2,-0.5,i,3,2,8,-3
CC(NC(=O)COC(=O)C1CC2CCCC(C1)C2=O)c1ccccc1 (stereo not drawn),-3,-2,-0.1,-5,-0.6,i,18,5,-5,0
CC(=O)c1sc(NC(=O)C2CC(=O)N(Cc3ccccc3)C2)nc1-c1ccccc1 (stereo not drawn),-6,-10,-0.3,1,0.8,i,11,-2,9,1
CCOc1ccc(-n2c(Cc3cc(=O)[nH]c(=O)[nH]3)nnc2SC(C)C)cc1,3,2,-1.5,2,-1.2,i,-9,-1,38*,-6
COc1ccc(Cn2c(CCC(=O)Nc3ccccc3)nc3cccnc32)cc1,0,0,-0.6,1,0.3,i,7,0,-10,0
O=C(CN(Cc1ccccc1F)C(=O)c1csnn1)NCc1ccc2c(c1)OCO2,12,1,-0.8,-6,-0.8,i,-3,2,6,-1
CCn1cc(C(=O)O)c(=O)c2cc(F)c(N3CCN(C(=S)NC(=O)c4cc(OC)cc(OC)c4)CC3)cc21,7,12,-0.3,11,63*,i,11,3,0,5
COc1ccc(C(=O)Nn2c(C)nc3ccccc3c2=O)cc1Br,-4,0,-0.6,-8,-0.1,i,4,3,10,-1
COc1ccc(CCN(Cc2cc3ccc(C)cc3[nH]c2=O)C(C)=O)cc1OC,4,3,0.6,-5,0.1,i,5,1,-5,2
CN(CCCN1CCCCC1)C(=O)CCc1nnc(C2CCCCC2)o1,-1,2,0.1,11,-2.9,i,6,2,-19,1
Cc1cccc(NC(=S)NCc2ccc3c(c2)OCO3)c1C,-7,-2,0.5,-3,0.4,i,6,-4,0,-2
CCOC(=O)c1c(C)[nH]c(C(=O)OCC(=O)N2CCc3ccccc32)c1C,-5,1,-1.7,1,-0.1,i,-7,62*,-7,-2
CCOc1ccc(-c2cc(C(=O)Nc3ccc(F)cc3)[nH]n2)c(C)c1,x,2,0.0,5,0.1,i,-5,6,6,-1
CCOC(=O)C(C)Sc1nc(N)c(NC(=O)c2ccc(OC)c(OC)c2)c(=O)[nH]1 (stereo not drawn),-1,-2,-1.3,-10,-0.8,i,-7,1,2,-4
C=CCC[C@H](Cc1ccc(F)cc1)C(=O)OC[C@H](Cc1c[nH]c2ccccc12)NC(=O)[C@@H](CC=C)CC(=O)N[C@H](CO)Cc1ccccc1,-8,-1,-0.3,-7,1.3,i,8,-30,18,-1
CCc1cccc(NC(=O)C2CCCN(S(=O)(=O)c3ccc4[nH]c(=O)ccc4c3)C2)c1 (stereo not drawn),-6,1,-0.6,3,-1.6,i,8,1,3,-3
O=C(Nc1nc2ccc(S(=O)(=O)N3CCCCC3)cc2s1)c1ccncc1,-3,7,0.2,3,-1.1,i,24,-6,-4,-4
CC1(C(=O)NS(=O)(=O)c2ccccc2Cl)CCN1C(=O)c1ccccc1CCc1ccccc1 (stereo not drawn),x,5,0.0,-5,-1.0,i,4,1,-7,1
O=C(CSc1ccc2c(c1)OCCO2)NCc1ccco1,-2,1,-0.8,-2,-1.2,i,7,-1,-14,-1
